Mtb UGM inh – M. tuberculosis UGM enzyme inhibitors, primary screen, biochemical, fluorescence polarization, single point | UDP-galactopyranose mutase (Mycobacterium tuberculosis (strain ATCC 25618 / H37Rv)), … | purified UGM, fluorescence polarization probe displacement | inhibition, % at 10 µM | actives 0.06% (n = 320,000); in the data active = inhibition above about 10%, passing the limit was not always enough; inconclusive = no clear call, values can overlap the other calls
Target sequence (P9WIQ1 whole entry, looked up): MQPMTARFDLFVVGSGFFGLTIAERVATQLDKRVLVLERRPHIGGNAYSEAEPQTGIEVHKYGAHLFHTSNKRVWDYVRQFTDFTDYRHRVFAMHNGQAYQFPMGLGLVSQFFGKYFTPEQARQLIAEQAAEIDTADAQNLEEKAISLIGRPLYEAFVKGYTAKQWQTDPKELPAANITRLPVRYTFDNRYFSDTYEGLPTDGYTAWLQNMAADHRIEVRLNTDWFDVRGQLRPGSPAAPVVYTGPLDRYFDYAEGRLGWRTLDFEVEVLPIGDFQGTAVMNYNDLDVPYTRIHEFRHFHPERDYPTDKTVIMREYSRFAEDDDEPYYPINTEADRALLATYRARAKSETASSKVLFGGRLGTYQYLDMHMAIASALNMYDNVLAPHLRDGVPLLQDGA
MazEF act – activators of E. coli MazEF toxin-antitoxin RNase, primary screen, biochemical, fluorescence, uHTS; Endoribonuclease toxin MazF (Escherichia coli (strain K12)), P0AE70; FAM/BHQ RNA-DNA oligo cleavage fluorescence, 5 h; activation, % at 20 µM; actives 0.32% (n = 350,000); AID 504720, 2011; in the data active = activation above about 50%
Target sequence (P0AE70 whole entry, looked up): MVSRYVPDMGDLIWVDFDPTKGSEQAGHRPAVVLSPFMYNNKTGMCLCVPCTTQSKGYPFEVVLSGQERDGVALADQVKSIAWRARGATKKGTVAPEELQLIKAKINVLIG
GDH-TPI inh – GDH-TPI coupling enzyme inhibitors, primary screen, artefact control for M. tuberculosis FBA inhibitor project, biochemical, absorbance, full deck; GDH-TPI coupled enzyme counterscreen, NADH absorbance; inhibition, % at 4.8 µM; actives 1.2% (n = 360,000); in the data active = inhibition above about 30%;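 note: 0% = DMSO wells and 100% = wells lacking the enzyme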
Rv3671c protease – Rv3671c serine protease inhibitors, primary screen, biochemical, fluorescence polarization, M. tuberculosis H37Rv; inhibition, % at 5.96 µM; actives 0.048% (n = 320,000); P9WHR9; AID 2606, 2010; in the data active = inhibition above about 38%;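 note: extracellular domain of Rv3671c used as enzyme; 0% = enzyme with DMSO and 100% = no enzyme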
Target sequence (P9WHR9 whole entry, looked up, the tested form may be a part): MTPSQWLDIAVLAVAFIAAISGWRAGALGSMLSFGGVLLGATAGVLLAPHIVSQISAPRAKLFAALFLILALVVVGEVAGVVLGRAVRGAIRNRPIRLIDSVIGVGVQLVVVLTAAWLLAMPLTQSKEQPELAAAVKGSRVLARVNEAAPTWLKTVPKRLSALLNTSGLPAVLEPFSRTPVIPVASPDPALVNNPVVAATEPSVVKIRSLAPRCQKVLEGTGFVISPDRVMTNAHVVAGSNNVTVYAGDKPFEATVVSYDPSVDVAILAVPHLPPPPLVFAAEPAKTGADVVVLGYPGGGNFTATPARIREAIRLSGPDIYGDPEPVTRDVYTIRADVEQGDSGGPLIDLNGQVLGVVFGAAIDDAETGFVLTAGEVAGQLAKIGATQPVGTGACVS
PrPC surface inh – inhibitors of human cell surface prion protein PrPC, primary screen, cell-based, TR-FRET; actives 0.43% (n = 370,000); TR-FRET read-out; inhibition, % at 13.8 µM; in the data active = inhibition above about 24%; note: 0% = median of the test wells and 100% = reference compound wells
FBA Mtb inh – Mtb FBA enzyme inhibitors, primary screen, biochemical, fluorescence, strain H37Rv; inhibition, % at 1 µM; actives 2.3% (n = 360,000); AID 588726, 2011; purified M. tuberculosis FBA, fluorescence read-out; in the data active = inhibition above about 27%;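 note: 0% = vehicle and 100% = reference inhibitor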
Mtb BioA inh – M. tuberculosis BioA enzyme inhibitors, primary screen, biochemical, plate reader, single point, HTS; 7,8-diaminopelargonic acid synthase BioA (Mycobacterium tuberculosis); purified M. tuberculosis BioA enzyme; inhibition, % at 9.99 µM; actives 0.096% (n = 360,000); AID 602481, 2012; in the data active = inhibition above about 40%; inconclusive = no clear call, values can overlap the other calls
BoNT-F LC inh – BoNT/F light chain protease inhibitors, primary screen, biochemical, flow cytometry, MLPCN library. actives 0.22% (n = 360,000). Botulinum neurotoxin type F light chain protease (Clostridium botulinum). Multiplex microsphere protease cleavage assay. inhibition, % at 10 µM; in the data active = inhibition above about 35%, passing the limit was not always enough; inconclusive = no clear call, values can overlap the other calls; note: plate controls were buffer without enzyme for full effect and enzyme alone for no effect
FadD28 binding – inhibitors of FadD28 bisubstrate probe binding, primary screen, biochemical, fluorescence polarization, single point; Mycobacterium tuberculosis FadD28 fatty-acid-AMP ligase; inhibition, % at 12.5 µM; actives 0.22% (n = 360,000); AID 588549, 2011; in the data active = inhibition above about 8.5%, passing the limit was not always enough; inconclusive = no clear call, values can overlap the other calls
An asterisk follows results filed as active; u = inconclusive; x = no result given.

SMILES | Mtb UGM inh | MazEF act | GDH-TPI inh | Rv3671c protease | PrPC surface inh | FBA Mtb inh | Mtb BioA inh | BoNT-F LC inh | FadD28 binding
CCc1ccc(-c2cc(C)no2)cc1S(=O)(=O)N1CCN(c2cccc(C)c2C)CC1 | 0.3 | 6 | 12 | -20 | 1 | -3 | -2.2 | 3 | -4.5
O=C(CC(c1ccccc1)c1ccccc1)OCn1nnc2ccccc2c1=O | 0.7 | 5 | -7 | -4 | -3 | 2 | -0.9 | -4 | -1.2
Cc1cc(NCCO)c2ccccc2n1 | -0.5 | -3 | 7 | -9 | -3 | 0 | -0.2 | -12 | -3.3
c1ccc2c(N3CCCCC3)nc(N3CCCCC3)nc2c1 | -0.7 | 4 | -2 | -1 | -4 | 7 | -0.1 | -7 | 0.1
CC(C)Sc1nc2ccccc2n1CC(N)=O | -0.9 | 1 | -1 | 2 | 6 | -1 | -0.9 | -8 | -2.5
O=C(O)c1cccc(S(=O)(=O)N2CCCC2)c1 | 3.0 | 2 | 1 | 9 | x | 2 | -0.8 | 0 | 0.4
Cn1c(=O)c2c(nc(CCC3CCCC3)n2C)n(C)c1=O | x | 4 | -5 | x | 11 | -2 | x | -1 | -3.3
COc1cccc(CCNC(=O)c2cc(COc3ccc(C)c(C)c3)on2)c1OC | x | -5 | -12 | x | 3 | 0 | -0.3 | 3 | -4.5
NC(N)=NS(=O)(=O)c1ccc(NC(=S)NC(=O)c2ccc3c(c2)OCO3)cc1 | -3.6 | -39 | 9 | -6 | 47* | 5 | x | -15 | -0.6
COc1ccc2nc(SCC(=O)N3CCCCCC3)c(C#N)cc2c1 | -0.3 | -13 | -4 | -5 | -12 | -10 | -2.0 | -16 | -5.3
O=C(CCc1nnc(Cc2ccc(-c3ccccc3)cc2)o1)N1CCCC1 | 0.0 | 0 | 2 | 0 | 2 | 5 | x | 2 | 1.1
Cc1ccc(S(=O)(=O)CCC(=O)OCC(=O)N(C)c2ccccc2)cc1 | x | 3 | -4 | x | -2 | -1 | 1.5 | 7 | -3.9
CCOc1ccccc1OCCOCCN1CC(C)OC(C)C1 (stereo unspecified) | -0.5 | -1 | -9 | -10 | -9 | -4 | x | 1 | -0.9
Cc1ccc(O)c(-c2cc(-c3cccc(Br)c3)n[nH]2)c1 | -1.9 | 4 | -11 | -13 | -1 | -1 | -1.2 | -8 | -18
c1coc(CNc2ncnc3[nH]ncc23)c1 | -0.4 | -14 | 9 | 10 | -3 | 6 | -0.7 | u | 2.4
CCOC(=O)C1CCN(C(=O)COc2ccc(S(=O)(=O)N3CCCC3)cc2C)CC1 | 1.5 | -7 | -3 | -6 | 0 | 1 | 0.2 | -5 | -0.7
Cc1nn(Cc2ccccc2)c(C)c1C(=O)NCc1ccccc1F | -2.1 | 7 | 2 | 4 | -3 | -3 | x | -7 | -2.0
O=C(CCn1cnnn1)N1CCCC(Nc2ccc(F)c(F)c2)C1 (stereo unspecified) | -1.4 | -2 | -2 | -6 | 0 | 4 | -0.9 | 1 | 0.6
O=S1(=O)CCO[C@H]2Cc3ccccc3[C@H]2N1Cc1cccc(F)c1 | 2.7 | -3 | -5 | -4 | 4 | -2 | 0.1 | -5 | -3.9
COc1ccc(NC(=O)C2CCCN2C(=O)NC2CCCCC2)cc1OC (stereo unspecified) | -1.7 | -11 | 14 | 6 | 0 | -1 | 16 | 2 | -1.2
COc1cccc(N2CCN(C(=O)CCc3nnc4ccc(N5CCCC5)nn34)CC2)c1 | 2.6 | 10 | 3 | 0 | 7 | -1 | 3.3 | -6 | -1.5
Cc1cc(C)n2c(SCC(=O)N(CCC#N)c3ccc4c(c3)OCCO4)nnc2n1 | x | -8 | 6 | x | 3 | 4 | -0.5 | -8 | -2.4
CN(C)NC(=S)Nc1cccc(C(F)(F)F)c1 | 2.2 | -8 | 5 | -4 | 0 | -1 | -0.5 | u | -0.6
O=C(NC1(Cc2ccccc2)CCN(CCc2cccs2)C1=O)c1ccccc1 (stereo unspecified) | 1.7 | 9 | -3 | 5 | -5 | 5 | -0.2 | -10 | -1.1
CN(CC(=O)Nc1ccc(Cl)c(Cl)c1)C(=O)C1CCC1 | -0.5 | -1 | -5 | -1 | 4 | -1 | x | 3 | -3.4

An excerpt from above, reduced to PrPC surface inh:
| compound | PrPC surface inh |
| --- | --- |
| Cc1nn(Cc2ccccc2)c(C)c1C(=O)NCc1ccccc1F | -3 |
| O=C(CCn1cnnn1)N1CCCC(Nc2ccc(F)c(F)c2)C1 (stereo unspecified) | 0 |
| O=S1(=O)CCO[C@H]2Cc3ccccc3[C@H]2N1Cc1cccc(F)c1 | 4 |

Further results:
SMILES | Mtb UGM inh | MazEF act | GDH-TPI inh | Rv3671c protease | PrPC surface inh | FBA Mtb inh | Mtb BioA inh | BoNT-F LC inh | FadD28 binding
Cc1csc(NC(=O)Cc2ccc(Br)cc2)n1 | -0.9 | -1 | 4 | -5 | 18 | -1 | 2.7 | -27 | -0.7
CC(=O)c1cccc(S(=O)(=O)N2CCN(c3nc4cc(C)cc(C)c4cc3C#N)CC2)c1 | -3.8 | -11 | 6 | -4 | -2 | 4 | 1.6 | 34 | -3.6
O=C(CCCN1C(=O)c2cccc3cccc(c23)C1=O)N1CCc2ccccc2C1 | -1.2 | 11 | 29 | -4 | -18 | 9 | 1.6 | -4 | 0.5
CCCC(=O)Nc1ccc(Sc2ccc([N+](=O)[O-])cc2)cc1 | -0.3 | 8 | 9 | -9 | 1 | 0 | -2.2 | -2 | 0.4
CCCNNC(=O)C(O)(c1cccc(C)c1)c1cccc(C)c1 | -1.4 | 3 | 7 | -6 | 5 | 3 | x | -25 | -1.5
O=C(Nc1cccc(NC(=O)c2cccnc2)c1)c1ccccc1 | -1.8 | 2 | 0 | -3 | 0 | 3 | 21 | 6 | -2.4
Cc1ccc(S(=O)(=O)CCC(=O)OCC(=O)N2CCN(c3ccccc3)CC2)cc1 | 2.5 | 1 | 10 | 0 | 6 | -2 | 3.6 | -7 | -9.2
Cc1ccc(S(=O)(=O)c2c(C)nn(C(C)(C)C)c2OC(=O)c2cccs2)cc1 | -1.1 | 4 | -5 | 3 | -7 | -3 | -0.5 | 5 | -5.4
CC(C)[C@H](NC(=O)Nc1ccc(S(N)(=O)=O)cc1)C(=O)O | 0.4 | -1 | -9 | 0 | 0 | 0 | x | -7 | -1.5
CCc1c(C)nc2cc(C)[nH]n2c1=O | -0.2 | -7 | -7 | 5 | 1 | 28* | -1.2 | 1 | -0.1
COc1ccccc1-c1cnc(C(O)c2cccc(C)c2C)[nH]1 (stereo unspecified) | x | x | -7 | x | 11 | -1 | 1.0 | -5 | -3.6
O=[N+]([O-])c1ccc2c(c1)Nc1nc3ccccc3nc1N2 | 0.8 | 15 | -10 | -4 | -31 | -4 | 7.8 | -35 | -2.4
Cc1ccsc1C(=O)OCC(=O)Nc1cccc(F)c1 | -1.5 | -19 | -10 | -13 | 25* | -1 | 2.2 | -5 | x
COc1ccc(Oc2nc3c(c(=O)n(C)c(=O)n3C)n2C)cc1 | -1.1 | 7 | 5 | 1 | -2 | 3 | 3.4 | u | -0.8
CCCn1cnnc1CNC(=O)C1CCC(=O)N(CCc2cccc(F)c2)C1 (stereo unspecified) | 0.9 | 5 | 7 | -1 | 0 | 0 | -1.1 | -5 | -1.3
CNNCc1ccc(C(=O)NC(C)C)cc1 | -2.2 | 2 | 14 | 6 | -5 | 2 | -1.7 | -10 | -0.2
COc1ccc(CCNC(=O)CSc2nc3c(sc(=S)n3-c3ccccc3)c(=O)[nH]2)cc1OC | x | -4 | 8 | x | -4 | -3 | -0.3 | 3 | -3.6
COc1ccc(-c2ccc3c(c2)CNCc2cnnn2-3)cc1 | x | x | x | x | 3 | 115* | 4.5 | -12 | -4.9
CC(C)N(CCNS(=O)(=O)c1ccc(Cl)cc1)C(C)C | 0.9 | 1 | 21 | 6 | -4 | 2 | x | 5 | 0.2
CN(C)S(=O)(=O)c1ccc(C(=O)N2CCN=C2SCc2ccccc2)cc1 | 1.4 | 4 | 0 | 5 | 5 | -1 | 0.2 | 2 | -0.9
CC1CCN(c2nc3c(c(=O)[nH]c(=O)n3C)n2CCSc2ncccn2)CC1 | x | -2 | -4 | x | -7 | 4 | -0.8 | -6 | -0.1
CC(C)[C@H](NC(=O)c1c(F)cccc1F)C(=O)Nc1cccc(Br)c1 | 0.8 | 5 | 0 | -2 | 16 | -4 | x | -8 | -4.1
COc1ccc(C(=O)NC(C)c2nc3ccccc3n2C)cc1OC (stereo unspecified) | -2.3 | 5 | 2 | 10 | 3 | -2 | 2.5 | 2 | -0.1
COC(=O)C1=C(C)N(CCc2ccc(OC)c(OC)c2)C(=O)C1 | -1.0 | 0 | 9 | 6 | 7 | 6 | 1.0 | 1 | 1.8
COCCNC(=O)C1CCCN(C(=O)Cc2cccc3ccccc23)CC1 (stereo unspecified) | x | x | 4 | x | -3 | 1 | -0.3 | -5 | -0.1

Continuation.
SMILES | Mtb UGM inh | MazEF act | GDH-TPI inh | Rv3671c protease | PrPC surface inh | FBA Mtb inh | Mtb BioA inh | BoNT-F LC inh | FadD28 binding
O=C(Nc1ccncc1)c1ccc2ccccc2c1 | 1.9 | 3 | -3 | -9 | 6 | -1 | x | -4 | -0.9
COc1cc(/C=C/C(=O)O)ccc1OS(=O)(=O)c1cc(Br)ccc1C | 0.0 | -5 | 1 | 10 | 5 | 2 | 0.0 | 0 | x
Cc1ccc(C(=O)NCCCN2CCOCC2)o1 | -2.2 | 0 | -4 | -1 | -2 | 1 | 0.3 | -6 | -2.0
CCCNS(=O)(=O)c1ccc(Oc2ncc(C(F)(F)F)cc2Cl)cc1 | -0.2 | -10 | 2 | 5 | 10 | -2 | 0.1 | 1 | -2.7
O=C(NCc1ccccc1Cl)c1ccc[nH]1 | 1.1 | 9 | -1 | 3 | 6 | -2 | -1.2 | -5 | -0.5
CCOC(=O)c1c(C)nn(-c2ncccc2NC(=O)NC(C)C)c1C | 1.7 | -20 | 6 | 13 | 1 | -1 | -1.4 | u | -3.9
O=C(C(Cl)Cl)N1CCN(Cc2ccccc2)CC1 | 2.4 | 1 | -3 | 5 | 3 | 5 | x | -3 | -0.7
C=CCSc1nc2c(N)ncnc2n1C1OC(CO)C(O)C1O (stereo unspecified) | x | 8 | 2 | x | 5 | -2 | 0.3 | -4 | -1.2
Cc1ccc2nc(-c3ccccc3)cc(C(=O)NCCCn3ccnc3)c2c1 | 0.1 | 4 | 5 | -4 | 8 | 11 | -0.5 | 2 | -1.7
NS(=O)(=O)c1ccc(NC(=S)N2CCN(c3ccc(Cl)c(Cl)c3)CC2)cc1 | x | -10 | 4 | 0 | 14 | 0 | -4.1 | 5 | -0.2
Cc1ccc(NS(=O)(=O)c2cccc(C(=O)O)c2)cc1S(=O)(=O)N1CCOCC1 | 2.4 | 3 | -3 | 1 | 0 | 2 | x | -3 | -0.5
CCOC(=O)C(CCCCCOc1ccccc1[N+](=O)[O-])C(=O)OCC | 3.5 | -2 | 8 | -8 | 1 | 3 | x | -8 | -0.7
O=C(CCn1c(=O)oc2ccccc21)NCCN1CCc2ccccc2C1 | -1.6 | 0 | -14 | 4 | -6 | -3 | -0.9 | 5 | -4.4
Cc1cc(C(=O)OCc2nnc(-c3ccccc3)o2)c(C)n1-c1ccccc1 | 2.6 | -16 | 6 | -9 | 1 | 1 | 2.1 | -3 | -1.9

Of the compounds above, these have a furan ring, fused or not:
SMILES | Mtb UGM inh | MazEF act | GDH-TPI inh | Rv3671c protease | PrPC surface inh | FBA Mtb inh | Mtb BioA inh | BoNT-F LC inh | FadD28 binding
c1coc(CNc2ncnc3[nH]ncc23)c1 | -0.4 | -14 | 9 | 10 | -3 | 6 | -0.7 | u | 2.4
Cc1ccc(C(=O)NCCCN2CCOCC2)o1 | -2.2 | 0 | -4 | -1 | -2 | 1 | 0.3 | -6 | -2.0

Source: PubChem BioAssay

An unsorted share of the library (roughly 4.8% active in at least one column).
